Assay outcomes (PubChem BioAssay)
Tb PFK inh: qHTS Assay to Find Inhibitors of T. brucei phosphofructokinase; T. brucei PFK, ADP-Glo luminescence; ATP-dependent 6-phosphofructokinase (Trypanosoma brucei brucei), O15648; Potency, µM (doses to about 57.5 µM), for the others: at the top dose activity, negative = inhibition, usual class: inhibitors; actives 0.17% (n = 330,000);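 further: potency means the concentration at half of the fitted maximal effect; 0% = uninhibited 1x PFK enzyme wells and -100% = no-enzyme wells; nearly all actives have a fitted effect of over 60% in size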
Target sequence (O15648 whole entry, looked up): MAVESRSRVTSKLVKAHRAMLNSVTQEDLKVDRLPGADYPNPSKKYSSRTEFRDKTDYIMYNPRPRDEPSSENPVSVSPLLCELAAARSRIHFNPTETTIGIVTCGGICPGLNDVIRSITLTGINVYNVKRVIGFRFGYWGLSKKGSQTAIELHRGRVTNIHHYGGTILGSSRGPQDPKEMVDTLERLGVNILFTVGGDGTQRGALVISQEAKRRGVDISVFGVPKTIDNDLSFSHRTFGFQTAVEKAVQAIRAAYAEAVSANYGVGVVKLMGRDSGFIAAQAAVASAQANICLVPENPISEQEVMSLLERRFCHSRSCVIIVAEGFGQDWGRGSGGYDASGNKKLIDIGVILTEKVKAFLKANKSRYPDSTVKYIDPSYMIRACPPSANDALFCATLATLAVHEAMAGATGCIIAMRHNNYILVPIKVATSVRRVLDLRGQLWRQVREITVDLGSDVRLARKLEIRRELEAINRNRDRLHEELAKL
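Luminescent ADP detection (ADP-Glo, two-step: ATP depletion then ADP-to-ATP conversion for luciferase) reported PFK activity after 45 min room-temperature reaction of 1.25 nM enzyme with 0.5 mM F6P and 0.1 mM ATP at pH 8.0.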
Mito fusion act: qHTS Assay for Small Molecule Inhibitors of Mitochondrial Division or Activators of Mitochondrial Fusion | S. cerevisiae fusion-defective mutant growth rescue, CellTiterGlo 48 h | Potency, µM (doses to about 46.1 µM), without a hit: at the top dose growth rescue (activation), most hits filed as activators | actives 0.23% (n = 320,000);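 further: potency means the concentration at half of the fitted maximal effect; % of control where 0% means no effect; nearly all actives have a fitted effect of over 45% in size; temperature-sensitive fusion mutants such as fzo1-1 at 37 °C on non-fermentable ethanol glycerol medium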
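S. cerevisiae fusion-defective temperature-sensitive mutants (e.g. fzo1-1, mgm1-5) grown 48 h at 37C in YPEG (ethanol/glycerol non-fermentable) medium with 23 nl compound per well; growth rescue read as CellTiterGlo luminescence.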
uPA generation: qHTS for Inhibitors of Cell Surface uPA Generation; cell surface uPA generation assay, qHTS; Potency, µM (series often up to 38.3 µM), for inactives: at the top dose activity change, negative = inhibition, most hits filed as inhibitors; actives 0.31% (n = 330,000); active means well fitted inhibition curve with a large enough effect; inconclusive means small, poorly fitted or top-dose-only effect; inactive means no such curve, though single readings can be large or run the other way; tested in mouse RAW 264.7 cells; further: potency means the concentration at half of the fitted maximal effect; on the % scale 0 is the no-effect control and ±100 the full control effect; nearly all actives have a fitted effect of over 55% in size
USP2a inh: qHTS Assay for Inhibitors of Ubiquitin-specific Protease USP2a Using CHOP2 as the Reporter; Ubiquitin carboxyl-terminal hydrolase 2 (Homo sapiens), O75604; USP2 core, Ub-CHOP2 coupled fluorogenic reporter, 485/531; Potency, µM (doses to about 38.3 µM), for the others: at the highest dose activity change, negative = inhibition, actives largely listed as inhibitors; actives 0.01% (n = 330,000);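 further: potency means the concentration at half of the fitted maximal effect; plate controls were DMSO wells for no effect and full inhibition by NEM control for full effect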
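Deubiquitinase activity read as fluorescence (485/531 nm) after Ub-CHOP2 cleavage activates the enterokinase reporter on its substrate; USP2 core 10nM, Ub-CHOP2 and substrate 25nM each, 30min compound preincubation then 60min RT; data normalized to NEM, curves fitted.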
TSG101-PTAP inh: qHTS Assay for Iinhibitors of HIV-1 Budding by Blocking the Interaction of PTAP/TSG101; Tumor susceptibility gene 101 protein (Homo sapiens), Q99816; Fluorescence polarization, FITC-PTAP peptide / Tsg101 binding; Potency, µM (doses to about 115 µM), for the others: at the highest dose activity change, negative = inhibition, most hits filed as inhibitors; 340,000 tested, under 10 active; AID 493005, 2010; active means well fitted inhibition curve with a large enough effect in the main read-out, with a control signal flat, not every such curve was filed as active; inconclusive means small, poorly fitted or top-dose-only effect, or effect the other way, or a change in a side signal; inactive means no such curve, though single readings can be large or run the other way; further: potency means the concentration at half of the fitted maximal effect; % of control where 0% means no effect
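Tsg101 binding domain (10 uM final) was mixed with compound and a FITC-labeled PTAP peptide (50 nM final) in HEPES pH 7.5 buffer with NaCl, Tween 20, EDTA and TCEP; fluorescence polarization was read after 20 min at r.t.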
TSHR antag: Antagonists of the Thyroid Stimulating Hormone Receptor: HTS campaign; Thyrotropin receptor (Homo sapiens), P16473; TSHR-expressing cells, TSH-stimulated cAMP HTRF, 2 h; stronger effect = lower value; activity change, negative = inhibition, % at 11.5 µM; actives 0.2% (n = 330,000);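 active means activity change below a set negative limit, meaning inhibition stronger than a set level, cut at about -70% in these data; inconclusive means activity change between two set negative limits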; further: on the % scale 0 is the no-effect control and ±100 the full control effect
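Cell-based HTRF cAMP assay; TSHR cells + compound, TSH EC80 (4nM final), 2 h, 37 deg C. Lysis with anti-cAMP cryptate and cAMP-d2, 30 min RT, read 665/620 nm.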
ELG1 DNA repair: qHTS screen for small molecules that inhibit ELG1-dependent DNA repair in human embryonic kidney (HEK293T) cells expressing luciferase-tagged ELG1; HEK293T ELG1-luciferase reporter, luminescence, 16 h; DNA damage induced by 5-fluorouridine; Potency, µM (doses to about 46.1 µM), for inactives: top-dose activity change, negative = inhibition, usual class: inhibitors; actives 2.3% (n = 330,000); further: potency means the concentration at half of the fitted maximal effect; on the % scale 0 is the no-effect control and ±100 the full control effect; nearly all actives have a fitted effect of over 55% in size
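Cells (2,000 per well) received 5-fluorouridine plus test compound or DMSO and were incubated 16 hr at 37 °C, 5% CO2. Luciferase activity was read by luminescence 30 min after ONE-Glo addition; signal suppression marked inhibition of damage-induced ELG1 function.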
Eya2 inh: qHTS Assay for Inhibitors of the Phosphatase Activity of Eya2; recombinant Eya2, OMFP fluorescence dephosphorylation (OMFP is methylfluorescein phosphate); Protein phosphatase EYA2 (Homo sapiens), O00167; Potency, µM (titrated, usually from 76.9 µM), for the others: at the top dose activity, negative = inhibition, actives largely listed as inhibitors; actives 0.006% (n = 330,000); AID 488837, 2010; further: potency means the concentration at half of the fitted maximal effect; on the % scale 0 is the no-effect control and ±100 the full control effect
Target sequence (O00167 whole entry, looked up): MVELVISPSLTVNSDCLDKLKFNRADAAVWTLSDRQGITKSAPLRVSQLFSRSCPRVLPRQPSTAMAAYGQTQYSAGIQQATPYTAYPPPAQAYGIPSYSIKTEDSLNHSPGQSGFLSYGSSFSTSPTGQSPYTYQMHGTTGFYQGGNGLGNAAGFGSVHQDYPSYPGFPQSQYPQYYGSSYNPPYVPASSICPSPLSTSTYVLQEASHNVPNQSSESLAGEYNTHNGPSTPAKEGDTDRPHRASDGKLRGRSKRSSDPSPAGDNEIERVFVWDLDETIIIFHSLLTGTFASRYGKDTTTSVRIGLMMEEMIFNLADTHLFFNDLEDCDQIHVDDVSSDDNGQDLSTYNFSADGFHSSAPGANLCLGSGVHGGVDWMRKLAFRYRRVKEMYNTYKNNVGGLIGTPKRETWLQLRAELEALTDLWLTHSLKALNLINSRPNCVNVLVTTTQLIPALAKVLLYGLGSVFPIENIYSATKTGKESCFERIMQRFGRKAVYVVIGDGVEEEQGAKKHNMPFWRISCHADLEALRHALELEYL
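Eya2 (0.2 uM) preincubated 10 min at ambient with compound, then OMFP substrate added at 50 uM; 10 min reaction in 50 mM HEPES pH 7.5, 50 mM NaCl, 5 uM MgCl2, 0.05% BSA, 1 mM DTT. Fluorescence read at Ex 485/Em 525 nm.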
B2AR arrestin: qHTS assay of beta-arrestin-biased ligands of beta2-adrenergic receptor; actives 0.02% (n = 330,000); Potency, µM (series often up to 46.1 µM), for inactives: at the top dose activation, actives largely listed as activators; beta-arrestin recruitment to beta2AR, cell-based reporter; Beta-2 adrenergic receptor (Homo sapiens), P07550;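 further: potency means the concentration at half of the fitted maximal effect; 0% = DMSO controls and full agonism = EC100 isoproterenol or metaproterenol; nearly all actives have a fitted effect of over 65% in size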
BCR signal inh: qHTS Assay to Find Inhibitors of Chronic Active B-Cell Receptor Signaling; ABC-DLBCL IkBa-CBG/CBR reporter, luminescence ratio, 4 h; Potency, µM (titrated, usually from 46.1 µM), for the others: at the top dose ratio change, negative = lower green/red ratio, usual class: inhibitors; actives 0.05% (n = 340,000); AID 493014, 2011; active means well fitted inhibition curve with a large enough effect in the signal ratio, with a control signal flat, not every such curve was filed as active; inconclusive means small, poorly fitted or top-dose-only effect, or effect the other way, or a change in a side signal; the % refers to the signal ratio;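 further: potency means the concentration at half of the fitted maximal effect; plate controls were basal doxycycline-induced cells for no effect and cells given 10 µM MG132 for full effect; MG132 reads +100%, hits lower the ratio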
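Compounds up to 46 uM were incubated four hours with TMD8 cells whose green CBG68 luciferase is fused to IkappaBalpha; red CBR luminescence normalised the signal, and concentration-effect curves were fitted to fusion, red and ratio data.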
TCR act: Activators of T cell receptors: qHTS campaign | Potency, µM (series often up to 9.22 µM), without a hit: at the top dose activation of IL-2 secretion, hits mostly activators | primary human leukocytes, anti-CD3, IL-2 HTRF, 48 h | 330,000 tested, under 10 active; further: % of control where 0% means no effect
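48 hr co-incubation of compounds, a-CD3 beads and primary human leukocytes; IL-2 quantified homogeneously by HTRF with anti-IL-2 K and d2 conjugates.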
Numbers without * were called inactive; ? = inconclusive; . = not tested or not shown; [ ] = remark or other dose. Unless noted, the call rests on the fitted dose curve; in most records, active means well fitted curve in the direction sought with a large enough effect; inconclusive means small, poorly fitted or top-dose-only effect, or another doubt; inactive means no such curve, though single readings can be large; an effect the other way counts as inactive or inconclusive.

SMILES	Tb PFK inh	Mito fusion act	uPA generation	USP2a inh	TSG101-PTAP inh	TSHR antag	ELG1 DNA repair	Eya2 inh	B2AR arrestin	BCR signal inh	TCR act
O=C1OCCN1C(=O)[C@H]1[C@H](c2ccc([N+](=O)[O-])cc2)C(c2cccc(Cl)c2)=NN1c1ccccc1	-1%	-14%	7%	-1%	-4%	3	.	7%	-0.2%	10%	-1%
CCOC(=O)Cc1nnc(NC(=O)c2ncn[nH]2)s1	-17%	-7%	-2%	-1%	-4%	-1	-1%	2%	-0.1%	5%	8%
Cc1cc(N/N=C/c2cccc(Cl)c2)nc(NCc2ccccc2)n1	1%	-12%	-6%	-1%	0%	-6	17%	-2%	-2.9%	?	-6%[46.1 µM]
COc1ccc(NC(=O)C2CCCN(c3cnccn3)C2)cc1 (configuration not stated)	-2%	10%	-10%	1%	1%	17	11%	1%	-1.1%	5%	-2%
COc1ccccc1N1CCN(C(=O)c2ccc(Cn3c(=O)[nH]c4ccsc4c3=O)cc2)CC1	2%	-1%	8%	-1%	0%	-2	-19%	0%	0.0%	4%	-1%
CCCCN(C(=O)c1ccc2c(c1)OCO2)c1c(N)n(CCCC)c(=O)[nH]c1=O	3%	0%	0%	-2%	-4%	-5	2%	-16%	0.2%	-12%	3%
CCCn1c(N)c(N(CCOC)C(=O)c2cc(C)cc(C)c2)c(=O)[nH]c1=O	-2%	1%	-1%	1%	-1%	53	4%	1%	-0.3%	-8%	-7%
CC(Oc1ccc(Cl)cc1Cl)C(=O)NC1=NN(c2ccccc2)C(=O)C1 (configuration not stated)	-1%	0%	-4%	6%	-2%	-9	6%	-1%	0.2%	13%	3%
O=S(=O)(Nc1ccc(Cl)cn1)c1ccccc1	-3%	6%	-2%	1%	-2%	22	1%	1%	-0.1%	3%	0%
CCOC(=O)C(NC(C)=O)(N1CCOCC1)C(F)(F)F (configuration not stated)	1%	-1%	.	9%	.	-3	-4%	15%	-0.5%	-12%	.
N#Cc1ccc(OCC(=O)N/N=C(\CCC(=O)O)c2cccs2)cc1	-10%	3%	4%	4%	0%	-6	0%	-7%	0.0%	-4%	.
Cc1[nH]nc(SCC(=O)NC2CCCC2)c1[N+](=O)[O-]	-10%	5%	-19%	1%	2%	2	?	-3%	0.0%	?	-3%
O=C(O)CN1C(=O)/C(=C\c2cc(Br)ccc2OCc2ccc(Cl)cc2)SC1=S	-17%	27%	3%	-9%	-9%	-3	0%	-30%	0.4%	?	5%
Cc1ccc(NC(=O)c2ccc(C)c(NC3=NC4CS(=O)(=O)CC4S3)c2)cc1C (configuration not stated)	0%	-2%	16%	2%	-2%	-1	?	-8%	-0.1%	9%	13%
CC(C)(C)NC(=O)CC(c1ccccc1)c1ccccc1O (configuration not stated)	0%	1%	4%	4%	-1%	-7	-9%	7%	0.0%	5%	-4%
O=C1CSC(c2cccc([N+](=O)[O-])c2)N1CCc1ccccc1 (configuration not stated)	2%	7%	0%	2%	-3%	-6	5%	-12%	0.3%	1%	.
Cn1c(=O)n(Cc2ccc(Br)cc2)c2ccccc21	0%	-3%	-1%	0%	-4%	24	3%	5%	-1.0%	6%	4%
CCCNC(=O)COc1ccc(S(=O)(=O)Nc2ccc(C)cc2)cc1	5%	0%	.	8%	0%	9	-20%	-28%	0.4%	12%	-1%
CCC(C(=O)NCc1ccc(OC)cc1)n1nc(C)n2c(cc3occc32)c1=O (configuration not stated)	1%	2%	-3%	3%	-4%	4	-4%	13%	-1.1%	2%	-4%
Cc1ccccc1OCC(O)CN(Cc1ccccc1O)C1CCCCC1 (configuration not stated)	-1%	2%	0%	-6%	-8%	11	-16%	-8%	-1.0%	-4%	0%
O=C(c1cc(COc2ccc(F)cc2Cl)on1)N1CCCCCCC1	-7%	31%	-19%	2%	-2%	0	21%	-6%	0.2%	-10%	-68%
CC(C)c1ccc(-c2noc(C3CCCN(C(=O)c4ccc(F)cc4F)C3)n2)cc1 (configuration not stated)	0%	8%	.	-2%	-1%	-20	25%	-32%	-0.5%	-7%	-3%
Cc1ccc2[nH]c(CCN(C)C)c(CN3CCOCC3)c2c1	2%	1%	11%	-1%	-6%	-6	?	3%	0.5%	4%	-4%
O=C(NCCCn1ccnc1)c1ccc(Cl)c(S(=O)(=O)N2CCOCC2)c1	-2%	1%	5%	0%	-3%	6	-9%	10%	0.0%	1%	-3%
O=C(c1ccc(N2CCN(C(=O)c3cccc(F)c3)CC2)cc1)c1cccc(F)c1	1%	1%	-12%	3%	-4%	27	?	-3%	0.1%	6%	-1%

More entries
SMILES	Tb PFK inh	Mito fusion act	uPA generation	USP2a inh	TSG101-PTAP inh	TSHR antag	ELG1 DNA repair	Eya2 inh	B2AR arrestin	BCR signal inh	TCR act
NC1=NS(=O)(=O)NC1c1cccc(F)c1 (configuration not stated)	-1%	-6%	0%	-2%	-3%	0	6%	-4%	0.4%	0%	.
O=C(NCN1CCN(c2ccccc2F)CC1)c1cccnc1	0%	6%	.	0%	-9%	40	15%	3%	-0.8%	7%	-2%
Cc1ccc(OC2=NS(=O)(=O)c3ccccc32)cc1	1%	1%	-2%	8%	-1%	0	7%	0%	0.1%	-3%	-4%
COc1ccc(CCN(C(=O)C(F)(F)F)C(C(=O)NC2CCCCC2)c2cccs2)cc1 (configuration not stated)	-5%	6%	-2%	0%	1%	-7	-10%	-1%	-0.3%	18%	4%[46.1 µM]
Cc1cccc(C(=O)OCC(=O)Nc2ccc(N3CCCCC3)cc2)c1O	3%	-3%	-2%	3%	-5%	0	0%	-32%	0.0%	-1%	4%
COc1ccccc1OP(=O)(O)Oc1ccccc1OC	2%	1%	4%	-1%	-1%	2	12%	1%	-0.1%	1%	8%
O=C(CC1Sc2ncnn2C1=O)Nc1ccc(Cl)cc1 (configuration not stated)	1%	3%	-3%	7%	-6%	23	-5%	4%	0.0%	?	-4%
CC(C)(C)NC(=O)C(c1ccc(F)cc1)N(CC1CCCO1)C(=O)CCC(=O)Nc1ccccn1 (configuration not stated)	2%	2%	16%	0%	-2%	-2	10%	-11%	0.3%	-14%	-7%
C/C(N)=C(/C#N)C(=O)CSc1nnc(-c2ccc3c(c2)OCO3)o1	-6%	-3%	-9%	1%	-5%	6	?	-12%	-0.6%	-5%	0%
c1ccc2c3c([nH]c2c1)C(C1CCCCC1)N(Cc1ncc[nH]1)CC3 (configuration not stated)	4%	-2%	-7%	2%	-8%	12	-8%	2%	-1.3%	?	-1%
CC(C)c1nc2sc3c(=S)nc[nH]c3c2c2c1CCC2	2%	7%	0%	-1%	-3%	-23	-1%	3%	0.1%	?	11%
O=C(Nc1ccc2c(c1)OCO2)c1cc(-c2cccnc2)nc2ccccc12	6%	-1%	5%	3%	-4%	-7	-11%	5%	0.2%	-2%	.
Cc1ccc(Nc2nc(NCC3CCCO3)nc(N)c2[N+](=O)[O-])cc1 (configuration not stated)	2%	21%	-15%	2%	-6%	-2	?	3%	0.2%	7%	5%[46.1 µM]
CN1/C(=C/C2CC(=O)NC2=O)C(C)(C)c2ccccc21 (configuration not stated)	-23%	-5%	.	5%	-4%	-13	-3%	-5%	0.1%	4%	.
COc1ccccc1CNS(=O)(=O)c1c(C)noc1C	3%	3%	-4%	-1%	-3%	5	2%	-1%	-0.1%	-2%	-3%
O=C(c1ccc([N+](=O)[O-])cc1)N1CCSC1c1ccc(Cl)cc1 (configuration not stated)	-6%	13%	-1%	1%	-4%	7	0%	6%	-0.9%	1%	-7%
COc1ccc(C(C)=O)cc1CN1CCCCC1	20%	3%	-2%	1%	-1%	40	-1%	5%	3.0%	-6%	0%[46.1 µM]
